D1 antagonist: blocks dopamine activation of the human D1 receptor | activity change, negative = inhibition, % at 10 µM | P21728 | 360,000 tested, 3.2% active | HEK293 TREx D1 cells, calcium flux, dopamine EC80; active compounds read low | AID 504652; in the data active = activity change below about -30%; note: % is set by controls: 0 for no effect and ±100 for the full control effect
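Tetracycline-induced HEK293 T-REx cells with force-coupled D1 receptor were loaded with a no-wash calcium dye. Compound was added after a 10 s baseline and read kinetically for 180 s; EC80 dopamine was then added and calcium flux followed another 180 s.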
Glioma ERSR ind: induces the endoplasmic reticulum stress response in human glioma cells; 420,000 tested, 0.02% active; AID 602332; U87-MG GRP78 promoter luciferase reporter, 16 h; Potency, µM, for inactives: at the top dose activation, most hits filed as activators; note: potency is the fitted concentration of half-maximal effect; series mostly up to about 76 µM; % of control where 0% means no effect; nearly all actives have a fitted effect of over 35% in size
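Stably transfected U87-MG human glioma cells carrying a GRP78-based luminescent sensor were seeded at 1000 cells/well, pin-dosed with compounds and incubated 16 h. Luciferase reagent was then added, and end-point luminescence was read after 10 min at room temperature.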
RXFP1 antag: RXFP1 (human) relaxin receptor antagonism | AID 1259400 | Q9HBX9 | 350,000 tested, 0.59% active | HEK293-RXFP1, relaxin-stimulated cAMP HTRF, 30 min; active compounds read low | activity change, negative = inhibition, % at 57.5 µM;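 active = activity change of -60% or lower, but not beyond a set lower limit; inconclusive = change between -60% and -40%, or beyond the set limit; inactive = change above -40%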; note: % is set by controls: 0 for no effect and ±100 for the full control effect
Target sequence (Q9HBX9 whole entry, looked up): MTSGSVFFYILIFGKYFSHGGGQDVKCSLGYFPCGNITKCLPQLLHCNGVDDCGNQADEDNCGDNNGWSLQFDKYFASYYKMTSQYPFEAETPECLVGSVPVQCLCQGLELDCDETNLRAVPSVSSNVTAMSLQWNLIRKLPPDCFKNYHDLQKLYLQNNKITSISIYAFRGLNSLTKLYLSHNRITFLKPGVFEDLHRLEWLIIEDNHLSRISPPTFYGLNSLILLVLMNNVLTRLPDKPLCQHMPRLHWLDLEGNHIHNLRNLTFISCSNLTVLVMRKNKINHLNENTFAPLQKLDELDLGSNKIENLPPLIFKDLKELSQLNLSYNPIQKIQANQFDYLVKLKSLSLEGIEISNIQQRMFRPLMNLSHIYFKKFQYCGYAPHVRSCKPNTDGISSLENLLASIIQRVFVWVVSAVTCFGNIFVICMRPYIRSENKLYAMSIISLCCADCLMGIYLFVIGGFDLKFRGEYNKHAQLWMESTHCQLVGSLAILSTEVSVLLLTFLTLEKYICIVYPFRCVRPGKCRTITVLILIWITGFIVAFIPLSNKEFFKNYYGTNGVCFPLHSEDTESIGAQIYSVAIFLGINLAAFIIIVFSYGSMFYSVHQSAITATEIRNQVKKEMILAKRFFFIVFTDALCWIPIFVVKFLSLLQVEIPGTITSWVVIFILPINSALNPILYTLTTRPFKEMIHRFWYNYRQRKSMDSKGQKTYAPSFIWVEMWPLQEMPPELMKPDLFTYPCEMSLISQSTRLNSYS
D2 potentiator: positive allosteric modulators of human D2 dopamine receptor; P14416; HEK293 T-REx D2, calcium flux, EC20 dopamine potentiation; potentiation, % at 10 µM; 340,000 tested, 0.34% active; AID 485347;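 active = potentiation over 3 SD above the plate norm, cut at about 30% in these data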; note: 0% is about no effect
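Tetracycline-induced Hek293 Trex D2 cells, force-coupled to calcium, loaded with no-wash calcium dye. Compound added with 180 s kinetic read for agonism, then EC20 dopamine and a further 180 s read for potentiation.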
Vif-APOBEC3F blk: inhibitors of Vif-A3F interaction. 390,000 tested, 0.2% active. HeLa A3F-eYFP + Vif (tagged APOBEC3F with the HIV-1 protein that degrades it), YFP fluorescence increase. AID 602313. Potency, µM (doses to about 46.1 µM), inactives show at the top dose activity, negative = active; note: potency is the fitted concentration of half-maximal effect; % of control where 0% means no effect; nearly all actives have a fitted effect of over 65% in size
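HeLa cells stably expressing A3F-eYFP plus Vif, plated and incubated overnight at 37 deg C, then exposed to compounds overnight at 37 deg C. Blocked degradation read as raised yellow fluorescence (Ex 488/Em 500-530).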
D1 agonist: human D1 receptor agonism; P21728; HEK293 T-REx D1 cells, calcium flux, agonist mode; activation, % at 2 µM; 360,000 tested, 1% active; AID 504660; in the data active = activation above about 30%; note: 0% is about no effect
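Agonism was scored from calcium flux recorded over 180 s (1 read/s) after pintool compound addition, following a 10-cycle baseline. Cells were inducible force-coupled HEK293 TREx D1, plated overnight at 30 C and loaded with no-wash calcium dye.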
RXFP1 agonist: activates the human relaxin receptor RXFP1 | Q9HBX9 | HEK293T-RXFP1 cAMP TR-FRET, 30 min; response scale: percent of porcine relaxin response, buffer zero | Potency, µM (titrated, usually from 57.5 µM), for the others: at the top dose activation, hits mostly activators | 370,000 tested, 0.3% active; note: potency is the fitted concentration of half-maximal effect; % is set by controls: 0 for no effect and ±100 for the full control effect; nearly all actives have a fitted effect of over 60% in size; many of its hits are not listed in these tables
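Agonist response is measured as cAMP accumulation in an RXFP1-transfected HEK293T line under PDE4 inhibition. Values are scaled between buffer-only and 29 nM porcine relaxin, and EC50s come from standard Hill equation fits.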
D1 PAM: potentiators of human D1 dopamine receptor; P21728; HEK293 TREx D1 cells, calcium flux, dopamine EC20 potentiation; potentiation, % at 10 µM; 360,000 tested, 0.036% active; AID 504651; in the data active = potentiation above about 30%; note: 0% is about no effect
Vif-APOBEC3G blk: Vif-A3G binding inhibition | Potency, µM (series often up to 46.1 µM), inactives show at the top dose activity, negative = active, hits mostly inhibitors | 410,000 tested, 0.076% active | HeLa A3G-eYFP + Vif (tagged APOBEC3G with the HIV-1 protein that degrades it), YFP fluorescence, overnight | Q9HC16;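 note: potency is the fitted concentration of half-maximal effect; % is set by controls: 0 for no effect and ±100 for the full control effect; nearly all actives have a fitted effect of over 60% in size; hits raise eYFP signal because A3G escapes Vif-driven loss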
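HeLa cells stably expressing Vif and C-terminally eYFP-tagged A3G, seeded overnight at 37 deg C, then exposed to compound by pintool overnight at 37 deg C. Rise in yellow fluorescence (Ex 488/Em 500-530, Acumen) marks blocked Vif-driven A3G degradation.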
* marks the source's active call; other numbers are inactive results; u = inconclusive; x = not tested or not shown; & = joins results of further samples; ! = not confirmed by another sample. Unless noted, calls come from the whole dose curve; as a rule, active = well fitted curve in the direction sought with a large enough effect; inconclusive = small, poorly fitted or top-dose-only effect, or another doubt; inactive = no such curve, though single readings can be large; an effect the other way counts as inactive or inconclusive. The list is partial; count on the stated rates, not on these rows.

SMILES | D1 antagonist | Glioma ERSR ind | RXFP1 antag | D2 potentiator | Vif-APOBEC3F blk | D1 agonist | RXFP1 agonist | D1 PAM | Vif-APOBEC3G blk
COc1ccc(-n2nc3c(N4CCCC(C(=O)NCc5cccc(F)c5)C4)nnc(C)c3c2C)cc1 (configuration not stated) | 6 | 0% | -33 | -7 | u | 5 | 12% | -1 | -16%
CCC(C)(C)NC(=O)CC(c1ccc(OC)cc1)n1cccc1 (configuration not stated) | 20 | -3% | 1 | -4 | 9% | 3 | 0.8% | -3 | 2%
CCCCNC(=O)/C(C#N)=C/c1cccnc1 | 2 | -4% | -15 | 12 | 7% | 4 | 1.7% | 0 | -2%
O=C(NNC(=O)C1CC=CCC1)c1ccccc1Br (configuration not stated) | 5 | 4% | 12 | 5 | -3% | 2 | 0.1% | -2 | 3%
CCC(C)n1c(=N)c(C(=O)NCc2ccccc2)cc2c(=O)n3cc(C)ccc3nc21 (configuration not stated) | -1 | -3% | x | 0 | 2% | -3 | 6.4% | -1 | 3%
Cc1ccc(S(=O)(=O)N2CCN(Cc3nc4ccc(C)cc4o3)CC2)cc1 | -4 | -3% | x | -5 | 5% | 1 | 0.1% | 2 | 5%
Cc1cccc(NC(=O)CCCc2ccccc2)c1C | 8 | 0% | 11 | x | -9% | 2 | 0.4% | 0 | 0%
Cc1ccc(C2SCC(=O)N2c2ccccc2)cc1 (configuration not stated) | -8 | -4% | -16 | 8 | -2% | 3 | -3.3% | 9 | -3%
Cn1nc(-c2ccccc2F)c2cc(C(=O)NCc3ccc(Cl)cc3)sc21 | -12 | -3% | x | 22 | -11% | 14 | -2.7% | -3 | 5%
COCCn1c(C)cc(O)c(C(c2ccccc2)N2CCCCC2)c1=O (configuration not stated) | 0 | -3% | x | 8 | -4% | 2 | -0.4% | -7 | 1%
Cc1ccc(OCC(=O)Nc2nc(C)c(Cl)cc2Cl)c([N+](=O)[O-])n1 | 1 | -3% | 6 | -12 | 15% | 1 | -0.5% | -1 | 4%
COc1ccc(C2=NN(C(=O)CCCC(=O)O)C(c3cn(-c4ccccc4)nc3-c3ccccc3)C2)cc1 (configuration not stated) | 1 | 3% | -21 | 5 | -18% | 3 | 4.5% | 0 | -5%
COCCNC(=O)CSc1nc(-c2ccc(OC)c(OC)c2)cc(C(F)(F)F)n1 | -6 | 1% | -3 | 0 | 6% | 0 | 3.3% | -6 | 0%
COc1cc(NS(=O)(=O)c2ccc(NC(=O)c3ccc(S(=O)(=O)N4CCCCC4)cc3)cc2)ncn1 | -62* | -3% | 14 | 3 | 2% | 3 | 2.6% | -16 | -6%
CCOC(=O)C1=C(c2ccccc2)NC(SCC)=C(C#N)C1c1cccnc1 (configuration not stated) | -12 | -7% | -3 | -3 | -11% | 0 | 0.5% | -5 | 0%
Cc1cc(NC(=O)CSc2c3c(nc4ccccc24)CCC3)no1 | -1 | -5% | 9 | 7 | 0% | 0 | 2.1% | 1 | -26%
O=C(Nc1ccccc1Cl)N1CCN(c2ccc3nnc(-c4ccccc4)n3n2)CC1 | 11 | -2% | x | -4 | 4% | 1 | 4.1% | -4 | 0%
O=C(Nc1cccc(F)c1)C1CCN(C(=O)Cc2ccccc2)CC1 | -5 | 4% | 1 | 14 | x | -2 | -0.3% | 1 | 2%
O=C(Cc1cccs1)NCCS(=O)(=O)N1CCN(c2ccccc2F)CC1 | -5 | -4% | -6 | x | 1% | 0 | 0.3% | -6 | u
COCCN(C(=O)Nc1ccc(OC)cc1)c1nc2ccccc2s1 | 7 | 1% | 16 | 19 | 4% | 4 | 0.8% | -3 | -2%
CCOc1ccc(N(CC(=O)Nc2c(C)n(C)n(-c3ccccc3)c2=O)S(=O)(=O)c2ccc(F)cc2)cc1 | 11 | -4% | -4 | 4 | 2% | 0 | 1.0% | 14 | 1%
CCOC(=O)C(CCOc1cccc(CC)c1)C(=O)OCC | 5 | 1% | -17 | 0 | -5% | 2 | 0.5% | 0 | -1%
CCC(C(=O)OCC(=O)C1(O)CCC2C3CCC4=CC(=O)CCC4(C)C3C(O)CC21C)C(C)C (configuration not stated) | x | -5% | -23 | x | -1% | x | x | x | 3%
COc1cccc(NC(=O)NC(C)C2CC3CCC2C3)c1 (configuration not stated) | -16 | -1% | 17 | 14 | 6% | 7 | -1.7% | 0 | 14%
N#C/C(=C(/O)COc1ccccc1)c1nnc2n1CCCCC2 | 8 | -2% | 9 | -4 | -6% | 2 | -0.9% | 0 | -1%
CC(=O)c1c(N=CN(C)C)nc(C)nc1-c1ccccc1 | 17 | -2% | 1 | 25 | 2% | 0 | -4.4% | -3 | 1%
CC(C)N1CCC(N2CCN(Cc3cnc(-c4ccccc4)s3)CC2CCO)CC1 (configuration not stated) | -5 | 0% | -15 | -11 | 0% | 0 | -1.7% | -2 | -7%
c1ccc(-c2ccc(-c3csnn3)cc2)cc1 | -23 | -1% | -1 | -3 | -4% | 7 | -1.1% | -3 | 0%
CCOC(=O)[C@H]1[C@H]2COc3ccc(C)cc3[C@@H]2N2C(=O)CN(Cc3ccc(Cl)cc3)C(=O)[C@@]12C | 4 | -4% | x | -2 | 4% | 0 | 1.1% | -1 | 0%
CCOC(=O)c1cnc2c(C(F)(F)F)cccc2c1N1CCOCC1 | 7 | -4% | -7 | -2 | 1% | 2 | 1.0% | 1 | -1%
Cc1ccc(SCC(=O)OCC(=O)N(CC(C)C)C2CCS(=O)(=O)C2)cc1C (configuration not stated) | 6 | -4% | 6 | 14 | -21% | 4 | -0.3% | -1 | 1%
COc1ccccc1N1CCN(c2ncc3c(n2)CCN(Cc2ccccc2F)C3)CC1 | -1 | -5% | -3 | 0 | 1% | 1 | -2.7% | -1 | 1%
Cc1cccc(C(=O)Nc2cccc(C(=O)N/N=C/c3ccccn3)c2)c1 | -7 | 2% | 17 | -4 | 2% | 2 | 0.2% | 4 | -3%
Cc1cc(=O)n2[nH]c(SCc3ccccc3Cl)nc2n1 | 1 | 1% | -2 | 4 | 10% | 0 | 2.2% | -1 | -11%
O=C(NCc1ccc2c(c1)OCO2)C1CCN(c2ncccn2)CC1 | 2 | -3% | 2 | 0 | -7% | 1 | -1.9% | 5 | 0%
Cc1ccccc1CN1CCCOCCS1(=O)=O | -13 | -2%&0% | x | -14 | 3% | -1 | -0.4% | -5 | -5%&-3%
CCCCCCCN1CCC(=O)N([C@H](CO)Cc2ccccc2)CC1 | 1 | -7%&1% | x | -1 | 2% | 1 | -1.5% | -5 | 2%&3%
CCCOc1ccc(C(=O)NCC(c2ccc(OC)cc2)N2CCCCC2)cc1 (configuration not stated) | -27 | -3% | -10 | -23 | -3% | 1 | 1.6% | -2 | -6%
CCN(CC)CCCNC(=O)c1cc(-c2ccc(Cl)c(Cl)c2)on1 | -8 | -2% | -19 | -16 | -17% | 17 | 0.7% | -5 | 1%
Cc1ccc(C(=O)NCC(c2ccc3c(c2)OCO3)N2CCOCC2)cc1C (configuration not stated) | -2 | -5% | -1 | -11 | -2% | 0 | 0.4% | 1 | 5%
CCN(c1ccccc1)S(=O)(=O)c1cc(C(=O)Nc2ccc(Br)cc2)ccc1F | -37*! | -4%&-5% | u | -5&-14 | 0%&2% | 7&11 | -0.9%&-2.4% | -3&-3 | 0%&7%
O=C(CCC(=O)Nc1ccc(Br)cc1)N/N=C/c1cc([N+](=O)[O-])ccc1O | -29 | 0% | -5 | 15 | 0% | -3 | 0.6% | 3 | -9%
CSc1ccccc1NC(=O)CN1CCN(c2ccccn2)CC1 | -3 | -3% | 0 | 0 | -12% | 9 | 0.9% | -2 | 0%
CCCCn1c(N)c(N(CC(C)C)C(=O)C2CC(=O)N(c3ccccc3C(C)CC)C2)c(=O)[nH]c1=O (configuration not stated) | -1 | -5% | -7 | x | 9% | 2 | -1.3% | -3 | -1%
CC(C)(C)CN1CCNC(=O)C1CC(=O)NCCc1cnn(-c2ccccc2)c1 (configuration not stated) | -1 | -1% | u | 13 | 3% | 1 | -2.0% | -5 | -3%
O=C(Nc1ccncc1)Nc1cccc(Cl)c1Cl | 17 | 0% | 10 | -2 | -27% | 7 | 4.6% | -13 | 0%
COc1ccc(C(=O)NCc2ccncc2)cc1S(=O)(=O)N1CCOCC1 | -48* | -1% | -11 | -6 | 4% | 4 | -0.6% | x | 0%
COc1ccc(N(CC(=O)NCc2ccccc2)S(C)(=O)=O)cc1 | -13 | 1% | x | x | 2% | 0 | -1.2% | 0 | 0%
O=C1C=C(c2cc(Cl)cc(Cl)c2)C[C@@H](c2ccc(F)cc2)C1 | x | -1% | x | 6 | 1% | 4 | 2.9% | 0 | 0%
CCCCn1c(NS(=O)(=O)c2ccc(C)cc2)c(S(=O)(=O)c2ccccc2)c2nc3ccccc3nc21 | 3 | -5% | 2 | -13 | 2% | 1 | u | 5 | 1%
CCOc1ccc(NS(=O)(=O)c2ccc3c(c2)CCN3C(C)=O)cc1 | -5&0 | -2%&-2% | 4 | 6&-4 | 4%&-16% | 6&11 | -0.2%&-2.8% | -2&-2 | 1%&6%
Nc1ccc(S(=O)(=O)Nc2cnc3c(Cl)cccc3n2)cc1 | x | -1% | 6 | x | 9% | x | x | x | -7%
Cc1cc(C)c(NC(=O)c2cccc(NC(=O)c3ccco3)c2)c(C)c1 | -10 | -1% | 2 | 13 | -2% | 1 | -1.3% | -4 | 1%

Entries of single compounds, looked up by structure. Screens in order: D1 antagonist	Glioma ERSR ind	RXFP1 antag	D2 potentiator	Vif-APOBEC3F blk	D1 agonist	RXFP1 agonist	D1 PAM	Vif-APOBEC3G blk
CSc1ccccc1NC(=O)CN1CCN(c2ccccn2)CC1 is entered as -3	-3%	0	0	-12%	9	0.9%	-2	0%
Cc1cc(C)c(NC(=O)c2cccc(NC(=O)c3ccco3)c2)c(C)c1 is entered as -10	-1%	2	13	-2%	1	-1.3%	-4	1%
CCN(c1ccccc1)S(=O)(=O)c1cc(C(=O)Nc2ccc(Br)cc2)ccc1F is entered as -37*!	-4%&-5%	u	-5&-14	0%&2%	7&11	-0.9%&-2.4%	-3&-3	0%&7%
